Source: PubChem BioAssay
PRMT1 inh = inhibitors of human PRMT1; Q99873; recombinant PRMT1, activity-based probe fluorescence polarization; inhibition, % at 2.79 µM; 1.3% of 370,000 active; AID 652257;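 active = inhibition above about 21% made by adding two undisclosed values, limit read from the data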
Tn7 DDE FP = inhibitors of Tn7 peptide binding to human fibrin DD(E); FP displacement of FITC-Tn7 peptide from fibrin DD(E); 0% = median of compound wells per plate; inhibition, % at 8.3 µM; 0.13% of 370,000 active;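 active = inhibition above the mean of compounds falling within the control limits plus 3 SD of them, cut at about 14% in these data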;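 note: 0% = plate median of compound wells and 100% = 10 µM Aha-Tn7 peptide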
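Test system: human clot-derived fibrin DD(E) complex / Quantity: 2 µM final DD(E) protein / Incubation: 10 min plus 3 h, room temperature / Measured by: fluorescence polarization / Benchmarks: high control of 10 µM Aha-Tn7 peptide / Replicates: singlicate testing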
HTRA1 inh = inhibitors of human serine peptidase HTRA1. 0.5% of 340,000 active. inhibition, % at 5.96 µM. recombinant HTRA1, FP-rhodamine activity-based probe, fluorescence polarization. Q92743; in the data active = inhibition above about 36%;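 note: 0% = enzyme with DMSO and 100% = wells lacking enzyme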
Target sequence (Q92743 whole entry, looked up): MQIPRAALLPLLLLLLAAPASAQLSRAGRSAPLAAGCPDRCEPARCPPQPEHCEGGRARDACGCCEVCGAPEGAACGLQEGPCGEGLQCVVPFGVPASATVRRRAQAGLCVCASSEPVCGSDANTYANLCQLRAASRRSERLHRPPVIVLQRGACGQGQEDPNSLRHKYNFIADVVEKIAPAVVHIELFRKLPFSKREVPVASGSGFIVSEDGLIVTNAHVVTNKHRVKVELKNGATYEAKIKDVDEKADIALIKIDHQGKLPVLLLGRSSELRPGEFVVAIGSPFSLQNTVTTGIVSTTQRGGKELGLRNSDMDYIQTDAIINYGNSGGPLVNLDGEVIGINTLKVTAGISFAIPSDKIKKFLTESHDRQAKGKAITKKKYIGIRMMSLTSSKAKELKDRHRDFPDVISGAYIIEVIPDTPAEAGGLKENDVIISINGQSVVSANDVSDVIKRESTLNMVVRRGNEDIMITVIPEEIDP
PG9 Ab binder = PG9 antibody binding by small molecule; TR-FRET gp120-PG9 antibody binding; inhibition, % at 6.7 µM; 0.43% of 360,000 active; in the data active = inhibition above about 8.5%
UHRF1 MBD2 ctr = blocks human UHRF1 binding to methylated DNA. 0.75% of 370,000 active. inhibition, % at 4.4 µM. UHRF1 binding to methylated oligo, TR-FRET. Q96T88; in the data active = inhibition above about 21%;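 note: UHRF1 SRA domain binding a hemimethylated CpG hairpin DNA probe; 0% = median of test compound wells and 100% = reference inhibitor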
LEDGF integ inh = blocks HIV-1 LEDGF/p75-dependent DNA integration; TR-FRET IN-LEDGF/p75 DNA integration, Eu/Cy5; inhibition, % at 3.7 µM; 0.64% of 370,000 active; AID 743269;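 active = inhibition above the screen-wide mean plus 3 SD, cut at about 13% in these data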;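 note: signal is the Cy5 over europium emission ratio at 671 and 618 nm; 0% = plate median of compound wells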
ABHD4 inh = inhibitors of mouse ABHD4. AID 720543. purified mABHD4, FP-Rh probe fluorescence polarization. inhibition, % at 8.92 µM. 0.54% of 370,000 active. Q8VD66;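 active = inhibition exceeding the mean over every tested compound plus 3 SD, cut at about 30% in these data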;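 note: 0% = plate median of compound wells and 100% = S159A mutant with DMSO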
Target sequence (Q8VD66 whole entry, looked up): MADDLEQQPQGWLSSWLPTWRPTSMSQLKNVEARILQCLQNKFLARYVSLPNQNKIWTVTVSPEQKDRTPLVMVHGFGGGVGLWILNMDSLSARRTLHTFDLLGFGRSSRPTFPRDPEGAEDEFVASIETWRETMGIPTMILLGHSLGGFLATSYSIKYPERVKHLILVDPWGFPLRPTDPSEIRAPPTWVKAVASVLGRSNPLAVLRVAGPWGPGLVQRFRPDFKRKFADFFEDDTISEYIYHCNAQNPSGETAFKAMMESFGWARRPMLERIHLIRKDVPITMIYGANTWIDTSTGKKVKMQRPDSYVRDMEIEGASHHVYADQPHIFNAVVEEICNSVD
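Test system: mouse ABHD4 enzyme, wild type. Reagent: FP-Rh fluorescent activity-based probe, added after compound pre-incubation. Timing: pre-incubation 45 min, probe exposure 60 min, at 25 °C. Technique: FP readout, ex 525 nm / em 598 nm. Benchmarks: high control S159A mutant with DMSO, low control median of compound wells.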
TCR-CD3 inh = human TCR-CD3 binding inhibition | TAMRA-labeled TCR probe fluorescence, biochemical | inhibition, % at 9.4 µM | 0.37% of 360,000 active | AID 651800; in the data active = inhibition above about 19%;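 note: recombinant mutant TCR 2C K166C tagged with TAMRA read by polarization; 0% = receptor in buffer alone and 100% = receptor with positive control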
SIAE inh = inhibitors of human sialic acid acetylesterase SIAE; Q9HAT2; SIAE FP-Rh probe binding, fluorescence polarization; inhibition, % at 9.66 µM; 0.69% of 370,000 active; AID 1053197;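 active = inhibition above a cutoff: mean of compounds within the control limits plus 3 SD of those, cut at about 17% in these data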;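 note: 0% = plate median of compound wells and 100% = probe without SIAE protein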
TDP2 absorb = blocks human TDP2 phosphodiesterase activity. O95551. recombinant TDP2, T5PNP hydrolysis, p-nitrophenol absorbance 415 nm. inhibition, % at 12.8 µM. 0.34% of 370,000 active. AID 720702;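 active = inhibition above the mean of all tested compounds plus 3 SD, set per campaign, cut at about 25% in these data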;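 note: 0% = DMSO with enzyme and 100% = buffer with substrate but no TDP2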
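Evaluation: % inhibition relative to enzyme-containing and enzyme-free wells. Material: recombinant human TDP2. Benchmarks: enzyme-free and DMSO wells. Timing: enzyme reaction with compound for 2 h at 37 °C. Compound dosing: 12.8 µM only. Measured by: p-Nitrophenol epi absorbance. Reagent: T5PNP substrate at 5 mM, a TopII-DNA adduct mimic. Replication: single well per compound.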
* hit, by the source's call; x = not tested or not shown.

Below each compound – PRMT1 inh, Tn7 DDE FP, HTRA1 inh, PG9 Ab binder, UHRF1 MBD2 ctr, LEDGF integ inh, ABHD4 inh, TCR-CD3 inh, SIAE inh, TDP2 absorb
O=S(=O)(NCc1ccccc1)c1cnc[nH]1
  -2, 7, 7, -0.7, -3, -4, 4, -1, -2, -11
C=CCn1c(SCc2c(Cl)cccc2Cl)nnc1-c1cccnc1
  1, 7, 1, -0.6, -2, -2, -2, 3, 5, -8
Clc1ccc(Sc2oc(/C=N/n3cnnc3)cc2Br)cc1
  1, -4, -25, 0.4, 1, 7, -15, 1, 9, 3
O=C(N/N=C/c1cc(Br)ccc1O)c1ccncc1
  -7, -7, 12, 0.7, -5, 0, 9, -11, -1, -5
NC(=O)COC(=O)[C@H](Cc1c[nH]c2ccccc12)NC(=O)c1ccc(F)cc1
  -3, -3, 1, 0.1, -2, 3, 2, 0, 15, 6
O=C(CCNS(=O)(=O)c1ccc2nsnc2c1)N1CCN(c2ccncc2)CC1
  -4, -14, 10, -0.9, 7, 3, 0, 1, -6, -5
COc1cccc(NC(=O)NC2(C(F)(F)F)Oc3ccccc3O2)c1
  0, 0, 1, 1.4, -2, -4, 8, 2, 12, -2
Cc1cc(NC(=O)CSc2nc3ccsc3c(=O)n2NC(=O)c2ccccc2)no1
  6, 1, 2, -0.4, 0, -3, 6, -4, 7, 11
Cn1c(=O)n(Cc2ccccc2F)c2ccccc21
  0, -5, 9, 1.1, 1, -2, 0, -3, 5, -4
Cc1ccccc1S(=O)(=O)N1C[C@@H]2C(C(=O)C[C@@H]3C(=O)N(C)C(=O)[C@@H]32)[C@@H]1c1ccc(Cl)cc1 (stereo not given in full)
  3, -5, x, 2.2, 3, -3, 9, -4, 1, -1
Cc1ccccc1N=C1Nc2ccccc2CS1
  0, 5, -5, 0.8, 0, 4, 12, -7, 2, 5
CCn1c(CSc2nc(C)cs2)nc2cc(S(=O)(=O)N(C)C)ccc21
  0, -6, 5, -2.5, 0, -3, 0, 7, 0, -9
CC(C)c1nc(SCC(=O)Nc2nc3c(s2)CCCC3)c2ccccc2n1
  2, 2, -31, 1.2, 1, 0, 0, -4, -3, -4
COc1ccc(CN(C)C[C@H]2Oc3c(NC(=O)Nc4ccccc4)cccc3C(=O)N([C@H](C)CO)C[C@@H]2C)cc1
  -1, 1, -25, 1.6, 0, 0, -2, 10, -2, -20
Cc1oc(-c2ccc3c(c2)OCCO3)cc1C(=O)NC(CCC(=O)O)C(=O)O (stereo not given)
  0, -8, 2, -2.0, 7, 0, 5, -8, -1, 3
CN(CC(=O)Nc1ccc(Cl)cc1)C(=O)C1CCCC1
  -7, -5, 0, -3.1, -1, 3, -2, -5, -3, 2
O=C(CC1C(=O)N(c2ccccc2)C(=S)N1c1ccccc1)c1ccc(Br)cc1 (stereo not given)
  1, -3, -36, -1.0, 3, 1, 4, 2, -14, 2
COc1ccc2sc(-c3ccc(N(C)C)cc3)c(C#CCCO)c2c1
  4, -2, 37*, 1.4, 4, 1, 19, 0, 3, -8
O=C(N/C(=C/c1ccc(F)cc1)C(=O)N1CCOCC1)c1ccco1
  1, 0, -1, 0.8, -1, 0, 6, -2, -2, 0
CC(Cc1ccccc1)C(=O)Nc1ccccc1 (stereo not given)
  2, 4, -3, 0.8, -4, 1, 4, 4, 3, -9
C[N+]1(CC(=O)Nc2ccc(F)cc2)CCN(C(=O)c2ccco2)CC1
  0, 7, 0, 1.9, 0, 2, -6, -2, -1, -5
NNC(=O)c1ccc(N2CCCCCC2)c([N+](=O)[O-])c1
  -2, -5, -13, -1.1, -5, -1, -5, 4, -7, -12
CC(C)CC(=O)c1c[nH]c(C(=O)O)c1
  0, -4, 5, -0.8, -1, 0, 2, -3, 2, 6
O=C(O)Cc1sc(NCCc2ccccc2)nc1-c1ccc(F)cc1
  3, 1, -20, -0.7, 4, -6, 1, -6, 5, -17
CC(C)CCNC(=O)COC(=O)/C=C/c1ccc2ccccc2n1
  -4, 1, 2, -0.3, 2, 9, -8, -15, -4, -17
Cc1ccc(C2CC(C(F)F)n3ncc(C(=O)Nc4c(C)nn(Cc5c(F)cccc5Cl)c4C)c3N2)cc1 (stereo not given)
  -1, 5, -28, -0.8, -1, -3, -4, -2, 7, -6
CCC(C)c1ccc(C(CC)NC(=O)C2CCCO2)cc1 (stereo not given)
  0, 9, -2, -0.5, 1, 0, 3, 4, -4, 1
COc1ccc(OC)c(NC(=O)COC(=O)C2CCCCC2)c1
  -1, -1, -1, -1.8, 4, 5, -4, 6, -10, -20
Cc1nc(Nc2ccccc2C(F)(F)F)sc1C(=O)N(C)C
  2, 2, 3, 0.4, -1, -3, 1, -10, 2, 8
CC(C)(C)n1ncc2c(=O)n(CC(=O)OCc3ccccc3)cnc21
  0, 2, -1, 1.3, 4, 4, -1, -5, 3, -6

The listing continues.
Structure | PRMT1 inh | Tn7 DDE FP | HTRA1 inh | PG9 Ab binder | UHRF1 MBD2 ctr | LEDGF integ inh | ABHD4 inh | TCR-CD3 inh | SIAE inh | TDP2 absorb
COC(=O)c1c(C)oc2ccc(NS(=O)(=O)c3cc(OC)ccc3OC)cc12 | -1 | -8 | -15 | 0.2 | 5 | 1 | -1 | 3 | -1 | -2
CCOc1cc2c(C#N)c(N3CCOCC3)nc(N)c2c(N)n1 | 1 | 3 | 5 | 2.1 | -12 | -1 | 4 | 1 | 0 | 9
CN1CCc2c(sc3nc(SCC(=O)NCc4ccco4)n(-c4ccccc4)c(=O)c23)C1 | 13 | -1 | -4 | -1.9 | 5 | 2 | 1 | -5 | -7 | -6
COc1cc(/C=C/C(=O)O)cc(S(=O)(=O)Nc2cccc(SC)c2)c1OC | -2 | -6 | 2 | -1.6 | 0 | -2 | 17 | 6 | 3 | -2
O=C(NCCCn1ccnc1)c1ccc(C(F)(F)F)cc1 | -6 | 4 | 0 | 0.2 | -3 | 2 | -1 | 7 | 4 | 5
Cc1n[nH]c(=O)c2c(NC(=O)CSc3cc(Cl)ccc3Cl)oc(C)c12 | -2 | 1 | -4 | -1.7 | -1 | 0 | 2 | 8 | 2 | -7
CC(=O)c1cccc(NC(=O)C2CCCN(S(=O)(=O)c3ccc(F)cc3)C2)c1 (stereo not given) | -4 | -2 | -8 | 1.7 | 1 | -2 | 4 | 1 | -4 | -7
COc1cccc(CNC(=O)c2ccccc2-c2ccccc2C(=O)O)c1 | 2 | 5 | 3 | -1.2 | 5 | -3 | -1 | 7 | -10 | 2
CCC(=O)N1c2ccccc2-c2nnc(SC)nc2OC1c1ccc(N(C)C)cc1 (stereo not given) | 1 | 0 | -7 | 0.0 | 0 | -4 | 5 | -4 | 1 | 4
COc1ccc(C(=O)NCc2nnc(SCC(=O)NCc3ccco3)o2)cc1OC | -3 | -4 | 0 | -1.4 | 0 | -1 | 4 | 1 | 0 | 6
COc1ccc(CN(Cc2cc3cc4c(cc3[nH]c2=O)OCO4)C(=O)NC2CCCCC2)cc1 | 1 | -4 | -1 | 1.0 | -2 | 6 | 4 | 4 | 0 | 13
CC(C)[C@H](NC(=O)c1ccco1)C(=O)N(C)Cc1c(F)cccc1Cl | -2 | -1 | -12 | -3.1 | -2 | 3 | 7 | 2 | -3 | -12
NC(=O)c1nc(C(=O)N2CCN(c3ccccc3)CC2)c2ccccc2n1 | -1 | 3 | -5 | -1.2 | 1 | 0 | 13 | 1 | 4 | 14
CCc1cc(C(=O)Nc2ccc(OC)nc2)sc1C | 26* | 10 | -4 | 1.1 | -1 | 1 | -4 | 5 | -4 | 6
COc1ccc(NC(=O)Nc2nc3ccccc3s2)cc1 | 0 | -4 | -15 | -1.1 | 0 | -4 | 2 | 1 | 4 | 1
CCC1(c2ccc(F)cc2)NC(=O)N(CC(=O)NCc2ccc(C)cc2)C1=O (stereo not given) | -4 | -8 | -9 | -1.1 | 3 | 5 | 0 | 2 | -3 | -8
N#Cc1ccc(C(=O)Oc2coc(CSc3ncccn3)cc2=O)cc1 | 16 | 7 | x | x | -2 | 2 | 9 | x | 6 | -5

Five records picked at random from those above, as already listed:
Structure | PRMT1 inh | Tn7 DDE FP | HTRA1 inh | PG9 Ab binder | UHRF1 MBD2 ctr | LEDGF integ inh | ABHD4 inh | TCR-CD3 inh | SIAE inh | TDP2 absorb
CC(C)c1nc(SCC(=O)Nc2nc3c(s2)CCCC3)c2ccccc2n1 | 2 | 2 | -31 | 1.2 | 1 | 0 | 0 | -4 | -3 | -4
Cc1oc(-c2ccc3c(c2)OCCO3)cc1C(=O)NC(CCC(=O)O)C(=O)O (stereo not given) | 0 | -8 | 2 | -2.0 | 7 | 0 | 5 | -8 | -1 | 3
CCc1cc(C(=O)Nc2ccc(OC)nc2)sc1C | 26* | 10 | -4 | 1.1 | -1 | 1 | -4 | 5 | -4 | 6
Cc1ccc(C2CC(C(F)F)n3ncc(C(=O)Nc4c(C)nn(Cc5c(F)cccc5Cl)c4C)c3N2)cc1 (stereo not given) | -1 | 5 | -28 | -0.8 | -1 | -3 | -4 | -2 | 7 | -6
CCC1(c2ccc(F)cc2)NC(=O)N(CC(=O)NCc2ccc(C)cc2)C1=O (stereo not given) | -4 | -8 | -9 | -1.1 | 3 | 5 | 0 | 2 | -3 | -8
